Screening data (PubChem)
POLH inh = DNA polymerase eta (human) inhibition | Q9Y253 | recombinant Pol eta, fluorescent DNA replication assay | Potency, µM (highest dose often 114 µM), inactives show at the top dose activity change, negative = inhibition, actives largely listed as inhibitors | AID 588591 | 1.2% of 390,000 active; note: potency is the fitted concentration of half-maximal effect; % is set by controls: 0 for no effect and ±100 for the full control effect
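Pol eta (10 nM) was preincubated with compounds for 15 min at room temperature, after which fluorescent replication substrate (50 nM final) was added to start the reaction. Fluorescence was read kinetically at 0 and 10 min.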
HP1b binding inh = inhibitors of HP1-beta chromodomain binding to methylated histone tails; AlphaScreen HP1-beta / biotin-H3K9me3 peptide binding; Potency, µM (top dose mostly 114 µM), without a hit: at the highest dose activity change, negative = inhibition, usual class: inhibitors; 0.56% of 390,000 active; note: potency is the fitted concentration of half-maximal effect; nearly all actives have a fitted effect of over 70% in size; inactives centre near 23
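Compound inhibition of the preformed complex between 50 nM HP1-beta and 50 nM biotinylated H3K9me3 peptide was read by AlphaScreen. Buffer was PBS pH 7.4 with 0.01% Tween-20. Incubations ran 30 min at room temperature, with 10 ug/mL donor/acceptor beads.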
JMJD2A Tudor = JMJD2A Tudor domain (human) inhibition. Potency, µM (doses to about 114 µM), without a hit: top-dose activity change, negative = inhibition, usual class: inhibitors. AID 504339. 4.4% of 390,000 active. AlphaScreen JMJD2A-Tudor / H3K4me3 peptide binding. O75164; note: potency is the fitted concentration of half-maximal effect; % is set by controls: 0 for no effect and ±100 for the full control effect; nearly all actives have a fitted effect of over 50% in size
Target sequence (O75164 whole entry, looked up, the tested form may be a part): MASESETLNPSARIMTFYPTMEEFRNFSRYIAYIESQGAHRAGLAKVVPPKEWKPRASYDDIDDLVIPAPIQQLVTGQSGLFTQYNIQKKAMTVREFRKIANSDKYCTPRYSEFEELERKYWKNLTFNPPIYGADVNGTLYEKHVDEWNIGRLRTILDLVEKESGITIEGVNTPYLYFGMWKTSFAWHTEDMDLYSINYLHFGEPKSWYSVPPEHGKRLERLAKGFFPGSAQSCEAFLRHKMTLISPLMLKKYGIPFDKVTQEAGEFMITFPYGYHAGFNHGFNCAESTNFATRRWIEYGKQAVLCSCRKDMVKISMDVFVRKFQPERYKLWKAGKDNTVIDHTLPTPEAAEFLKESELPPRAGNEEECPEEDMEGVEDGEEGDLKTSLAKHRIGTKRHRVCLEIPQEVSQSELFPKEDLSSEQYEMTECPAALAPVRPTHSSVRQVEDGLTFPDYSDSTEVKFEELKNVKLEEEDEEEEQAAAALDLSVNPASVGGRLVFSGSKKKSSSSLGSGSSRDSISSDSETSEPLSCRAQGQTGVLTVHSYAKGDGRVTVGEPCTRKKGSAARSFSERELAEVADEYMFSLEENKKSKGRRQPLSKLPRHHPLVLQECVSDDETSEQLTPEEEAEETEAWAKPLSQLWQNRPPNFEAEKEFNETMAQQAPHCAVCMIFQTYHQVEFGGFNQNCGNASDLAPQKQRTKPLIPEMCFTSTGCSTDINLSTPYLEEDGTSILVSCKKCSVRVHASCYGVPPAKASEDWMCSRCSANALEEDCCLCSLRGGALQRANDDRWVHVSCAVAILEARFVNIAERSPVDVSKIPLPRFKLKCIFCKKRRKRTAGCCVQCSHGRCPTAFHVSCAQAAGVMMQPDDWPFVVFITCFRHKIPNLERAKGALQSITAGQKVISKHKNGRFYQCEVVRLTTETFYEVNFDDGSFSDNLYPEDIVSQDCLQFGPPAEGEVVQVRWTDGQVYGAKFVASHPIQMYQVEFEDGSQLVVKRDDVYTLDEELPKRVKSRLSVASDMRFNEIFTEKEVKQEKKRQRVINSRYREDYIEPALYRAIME
G9a inh = inhibitors of human histone lysine methyltransferase G9a; 8.8% of 350,000 active; G9a H3K9 monomethylation, AlphaScreen, 2 h; Potency, µM (top dose mostly 102 µM), for the others: at the highest dose activity, negative = inhibition, hits mostly inhibitors; note: potency is the fitted concentration of half-maximal effect; % is set by controls: 0 for no effect and ±100 for the full control effect; nearly all actives have a fitted effect of over 75% in size
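Quantitative HTS format: methyltransferase activity on a biotin-tagged H3K9 peptide is measured by AlphaScreen, using a rabbit anti-monomethyl-H3K9 antibody with streptavidin donor and anti-IgG acceptor beads. Final levels are 20 nM enzyme, 500 nM peptide, 20 uM SAM; 2 h RT.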
BAZ2B block = blocks human BAZ2B; AlphaScreen BAZ2B-H3K14Ac peptide displacement; Q9UIF8; Potency, µM (top dose mostly 114 µM), without a hit: top-dose activity change, negative = inhibition, most hits filed as inhibitors; 4.4% of 360,000 active; note: potency is the fitted concentration of half-maximal effect; % is set by controls: 0 for no effect and ±100 for the full control effect; nearly all actives have a fitted effect of over 60% in size
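Inhibition is scored as reduced AlphaScreen emission. The BAZ2B/b-H3(5-23)K14Ac complex (50 nM each) in PBS pH 7.4, 0.01% Tween-20 meets compound (up to 110 uM) for 30 min at RT before bead addition.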
Tb PGK inh = inhibitors of T. brucei phosphoglycerate kinase; Potency, µM (doses to about 57.5 µM), without a hit: top-dose activity change, negative = inhibition, most hits filed as inhibitors; AID 602233; PGK/GAPDH coupled, Kinase-Glo luminescence, 60 min; P07378; 0.043% of 380,000 active; note: potency is the fitted concentration of half-maximal effect; % is set by controls: 0 for no effect and ±100 for the full control effect; nearly all actives have a fitted effect of over 60% in size
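Luminescent ATP detection (Kinase-Glo Plus) follows a 60-minute room-temperature incubation, with wells lacking PGK as controls. Buffer: 100 mM TEA (pH 7.6), 5 mM MgCl2, 0.01% Tween-20. Coupling enzyme GAPDH (100 nM final) supplies unstable 1,3-BPG in-well.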
PI4K2A block = PI4K2A (human) kinase inhibition; Q9BTU6; purified PI4K2A, ADP-Glo luminescence, 1 h; active compounds read low; activity change, negative = inhibition, % at 76.9 µM; 0.13% of 420,000 active; in the data active = activity change below about -50%; inconclusive = mostly about -30% to -49%;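 note: -100% = wells without enzyme as full effect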
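ADP-Glo luminescence measured ADP generated by PI4K2A enzyme (4 ug/mL before mixing) with 1.2 mM PI substrate (pre-mix) and 300 microM ATP (pre-mix). Tris pH7.5 buffer with MgCl2, Triton X-100; 1 h reaction at ambient temperature.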
Pin1 inh = inhibitors of human Pin1 | Q13526 | Pin1 FP peptide displacement, HiFluor488, 10 min | Potency, µM (highest dose often 115 µM), inactives show at the highest dose activity, negative = inhibition, hits mostly inhibitors | 0.009% of 390,000 active; active = well fitted inhibition curve with a large enough effect in the polarisation, with a control signal flat, not every such curve was filed as active; inconclusive = small, poorly fitted or top-dose-only effect, or effect the other way, or a change in a side signal; inactive = no such curve, though single readings can be large or run the other way; the % refers to the polarisation; note: potency is the fitted concentration of half-maximal effect; % is set by controls: 0 for no effect and ±100 for the full control effect
GLS inh = glutaminase GLS (human) inhibition; O94925; GLS enzymatic activity, qHTS titration; Potency, µM (top dose mostly 45.5 µM), without a hit: top-dose activity change, negative = inhibition, usual class: inhibitors; 0.21% of 410,000 active; note: potency is the fitted concentration of half-maximal effect; % is set by controls: 0 for no effect and ±100 for the full control effect
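Human kidney-isoform GLS in 45 mM KH2PO4 pH 8.2, 0.02% Tween-20, with compound, started with 1mM L-Glutamine (added stock). Glutamate oxidase/HRP/Amplex red coupled fluorescence read at start and after 30 min at RT.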
* hit, by the source's call; i = inactive; ? = inconclusive; / = no result given; [ ] = remark or other dose. Unless noted, calls come from the whole dose curve; as a rule, active = well fitted curve in the direction sought with a large enough effect; inconclusive = small, poorly fitted or top-dose-only effect, or another doubt; inactive = no such curve, though single readings can be large; an effect the other way counts as inactive or inconclusive. These rows are one share of the data; rates above refer to the full screens.

BAZ2B block	G9a inh	JMJD2A Tudor	POLH inh	Pin1 inh	PI4K2A block	HP1b binding inh	Tb PGK inh	GLS inh	mol
-14%	1%	-4%	-20%	-4%	-6	34%	6%	2%	CCC1C(=O)NCCN1C(=O)c1cc(COc2cc(C)ccc2C)on1 (stereo not given)
-10%	-118%	-2%	13%	-10%	0	34%	-6%	4%	O=C(Nc1ccccc1C(F)(F)F)c1cnccn1
-5%	-10%	0%	-11%	-4%	2	50%[activator]	7%	1%	CCSc1nnc(-c2ccc(S(=O)(=O)NCc3cccs3)cc2)o1
14%	/	-3%	-6%	2%	-1	13%	1%	7%	CCn1c(SCC(=O)NC2CC2)nnc1-c1cccc(OC)c1
1%	?	-3%	-2%	-3%	-3	26%	-5%	0%	COc1ccc(C(=O)NCC(=O)NC2=NCCS2)cc1
3%	6%	3%	-11%	0%	-2	26%	2%	1%	CCC(C)NC(=O)Nc1ccccc1C (stereo not given)
2%	0%[59 µM]	-11%	-16%	-7%	7	11%	i	-2%	COc1cccc(-n2ccn(CC(=O)NCc3ccc(C)cc3)c(=O)c2=O)c1
-1%	18%[59 µM]	-5%[11.4 µM]	-6%	-4%	-4	-12%	19%	5%	COCC(C)n1c(SCC(=O)N2CCCCC2)nc2ccccc2c1=O (stereo not given)
-5%	/	3%	-10%	1%	-23	32%	-5%	4%	CC(C)Nc1nc(Cl)nc(Nc2ccccc2)n1
-4%	15%	-7%	-14%	-2%	9	1%	-5%	6%	Cc1ccc(N2C(=O)NC(NS(=O)(=O)c3ccc(C)cc3)(C(F)(F)F)C2=O)cc1 (stereo not given)
-30%	-39%[59 µM]	-34%	-6%	7%	-6	-6%	-1%	-6%	CCc1ccc2[nH]c(=O)c(CN(Cc3ccccc3OC)C(=O)Nc3ccccc3OC)cc2c1
-12%	4%	-3%	-7%	0%	2	22%	-7%	8%	CC(C)CNS(=O)(=O)c1ccc(S(=O)(=O)N2CCC3(CC2)OCCO3)cc1
-1%	-7%	-14%	-5%	1%	5	-15%	i	1%	CCCCc1cc(=O)oc2cc(OCC(=O)N3CCOCC3)ccc12
/	/	?	-14%	-12%	-2	?	8%	-19%	Cn1c(=O)c2[nH]c(=S)n(Cc3ccccc3)c2n(C)c1=O
-4%	-6%	-28%	-9%	-2%	8	-12%	3%	19%	CCc1cc(C(=O)N2CCN(c3ccccc3OC)CC2)sc1C

(continued)
BAZ2B block	G9a inh	JMJD2A Tudor	POLH inh	Pin1 inh	PI4K2A block	HP1b binding inh	Tb PGK inh	GLS inh	mol
/	/	-22%	-11%	-1%	-5	21%	1%	1%	Cc1cc(N2CCN(c3ccccn3)CC2)n2nc(C)nc2n1
/	/	-2%	-14%	?	1	50%[activator]	0%	-1%	C=C1CCN([C@@H](Cc2ccccc2)C(=O)NCCCc2ccccc2)S(=O)(=O)c2ccccc21
?	2%[59 µM]	?	-5%	-4%	-5	27%	i	2%	COC(=O)c1cc(OC)c(OC)cc1NC(=O)CN1C(=O)c2ccccc2C1=O
3%	2%[59 µM]	2%	-20%	3%	1	39%[activator]	-4%	12%	COc1ccccc1N1CCN(C(CNC(=O)C(=O)NCCCN(C)C)c2cccnc2)CC1 (stereo not given)
-2%	8%[59 µM]	-11%	-16%	-1%	0	12%	5%	8%	COC(CNC(=S)Nc1ccc([N+](=O)[O-])cc1)OC
-16%	32µM*	-20%	?	-16%	-2	62%[activator]	-10%	9%	O=C(CN1CCN(c2ccccc2F)CC1)c1ccc(O)c(O)c1
4%	?	-19%	-7%	6%	-3	36%	2%	-2%	CCOc1ncccc1C(=O)OCC(=O)c1c[nH]c2ccccc12
-15%	?	-3%	4%	-2%	-1	25%	i	4%	CC(C)CCN1CCN(Cc2nc3ccccc3s2)CC1CCO (stereo not given)
-4%	3%[59 µM]	-11%	?	10%	2	9%	-5%	-3%	O=C(Cn1cc(S(=O)(=O)Cc2ccccc2F)c2ccccc21)NCc1ccccc1Cl
-4%	-46%[0.0925 µM]	-18%[11.4 µM]	4%	2%	-12	-4%	-7%	?	O=C(CSc1nc2c(cnn2-c2ccccc2)c(=O)[nH]1)N1CCOCC1
-15%	/	-3%	-7%	2%	-6	31%	-7%	2%	COCc1ccc(C(=O)Nc2ccc(C(=O)O)cc2)o1
-4%	4%[59 µM]	-18%	-6%	6%	1	-6%	0%	-9%	CCOc1ccccc1NS(=O)(=O)c1ccc(N2CCCCS2(=O)=O)cc1
7%	-8%	-2%	-18%	?	-1	45%[activator]	-10%	0%	COc1nc(-c2ccc(C)cc2)ccc1-c1noc(-c2ccco2)n1
-22%	26%[12.7 µM]	-18%	-15%	-8%	-4	42%[activator]	-8%	1%	O=C(Nc1cccc2ncccc12)C(c1ccccc1)c1ccccc1
/	/	-8%	-7%	2%	3	22%	-2%	-4%	CC1CCN(C(=O)c2[nH]cnc2C(=O)Nc2ccccc2)CC1

Remaining list, next part:
BAZ2B block	G9a inh	JMJD2A Tudor	POLH inh	Pin1 inh	PI4K2A block	HP1b binding inh	Tb PGK inh	GLS inh	mol
5%	50µM*	-7%	-14%	6%	3	7%	-13%	4%	O=C1CN(S(=O)(=O)c2cccc(C(=O)O)c2)c2ccccc2N1
25µM*	25µM*	8.9µM*	0%	1%	-6	?	-3%	-8%	CC1(C)c2ssc(=S)c2-c2ccccc2N1C(=O)CSC1=NCCS1
4%	0%[59 µM]	-20%	-10%	1%	5	28%	i	4%	COc1cccc(-n2c(=O)c3c(C)c(C(=O)N(C)C)sc3n(Cc3ccc(F)cc3Cl)c2=O)c1
5%	-5%	-9%	-13%	-4%	-3	6%	-7%	7%	Cc1ccc(-c2c[n+](Cc3cccc(Cl)c3)c3n2CCC3)cc1
4%	20%	-20%	-7%	-3%	1	-6%	-7%	0%	CC(Cc1ccco1)NC(=O)c1cccc(S(=O)(=O)N(C)C)c1 (stereo not given)
-2%	?	-13%	-13%	-1%	-1	28%	-3%	-9%	c1ccc(Nc2ccccc2)cc1
4%	18%	-10%	-17%	0%	1	-8%	1%	0%	Cc1ccc(C(=O)OCC(=O)N2CCOCC2)cc1
-14%	17%	-10%	-12%	0%	5	6%	i	5%	O=C(CN(C(=O)CNS(=O)(=O)c1ccc(F)cc1)C1CCCC1)NCc1ccco1
-10%	73%	6%	-24%	-1%	-2	21%	3%	-8%	Cc1ccc(OCC(=O)N(C)CC(=O)Nc2cccc(F)c2)cc1
-27%	?	-22%	-10%	-4%	3	0%	-2%	4%	CCn1cc(C(=O)OCC(=O)Nc2cc(S(=O)(=O)N(C)C)ccc2C)c(=O)c2ccc(C)nc21
11%	22%[59 µM]	10%	7%	6%	-4	60%[activator]	-4%	0%	COc1ccc(CCNC(=O)/C(=C/c2cccnc2)NC(=O)c2ccccc2)cc1
?	?	?	-3%	8%	-2	-3%	10%	8%	CCS(=O)(=O)N1CCc2cc(C(=O)N3CCN(c4ccc(OC)cc4)CC3)ccc21
0%	/	-15%	0%	0%	1	-20%	-7%	1%	O=C(Nc1ccccc1)c1c2c(nc3ccccc13)CCCC2
-11%	?	-30%	-9%	2%	2	-10%	4%	8%	CCOc1ccc(-c2cnc3n2CCC3)cc1
-2%	17%[59 µM]	-18%	-14%	-9%	2	16%	-7%	-6%	CCCNC(=O)C1CCC(CNS(=O)(=O)c2ccc3c(c2)N(C(C)=O)CCO3)CC1 (stereo not given)

(listing goes on)
BAZ2B block	G9a inh	JMJD2A Tudor	POLH inh	Pin1 inh	PI4K2A block	HP1b binding inh	Tb PGK inh	GLS inh	mol
7%	40µM*	-22%	-17%	9%	1	19%	2%	17%	Cc1ccc(NC(=O)COC(=O)/C=C/c2cccc(Cl)c2)cc1S(=O)(=O)N1CCOCC1
9%	5%[0.501 µM]	-21%	-12%	-1%	5	11%	2%	1%	COC(=O)[C@]1(C)CCC[C@@]2(C)C3CC[C@@]4(C)C[C@]3(CCC21)CC(=O)N4C (stereo not given in full)
-9%	-17%[12.7 µM]	-19%	-8%	0%	-4	4%	-2%	-3%	COc1ccc(C(C)(C)C)cc1NC(=O)CN1C(=O)C(=O)N(Cc2ccco2)C1=O
?	10µM*	-23%	-26%	8%	4	20%	0%	-1%	O=C(c1cnn2c1NC(c1ccco1)CC2C(F)(F)F)N1CCN(c2cccc(Cl)c2)CC1 (stereo not given)
-1%	1%	-7%	-16%	-1%	-1	28%	-3%	-4%	Nc1ncncc1-c1ccc(Cl)cc1
?	-3%	?	-30%	1%	-3	12%	-6%	-2%	COCCNC(=S)N(CCc1c(C)[nH]c2ccc(F)cc12)Cc1ccc(C)cc1
-38%	?	?	-12%	-3%	2	-16%	8%	4%	Cc1cccc(C(c2sc3nc(-c4ccco4)nn3c2O)N2CCN(c3ccccc3F)CC2)c1 (stereo not given)

Arranged by the number under G9a inh (rising): some entries from above
BAZ2B block	G9a inh	JMJD2A Tudor	POLH inh	Pin1 inh	PI4K2A block	HP1b binding inh	Tb PGK inh	GLS inh	mol
?	10µM*	-23%	-26%	8%	4	20%	0%	-1%	O=C(c1cnn2c1NC(c1ccco1)CC2C(F)(F)F)N1CCN(c2cccc(Cl)c2)CC1 (stereo not given)
25µM*	25µM*	8.9µM*	0%	1%	-6	?	-3%	-8%	CC1(C)c2ssc(=S)c2-c2ccccc2N1C(=O)CSC1=NCCS1
5%	50µM*	-7%	-14%	6%	3	7%	-13%	4%	O=C1CN(S(=O)(=O)c2cccc(C(=O)O)c2)c2ccccc2N1
